From PubChem BioAssay
TrxR1 substrate = substrates of rat thioredoxin reductase 1; purified TrxR1 substrate turnover, NADPH consumption readout; Potency, µM (doses to about 114 µM), for the others: at the highest dose activity change, negative = substrate turnover; O89049; 390,000 compounds, 0.01% hits; also: potency is read from the fitted curve at half-maximal effect; % is scaled to controls: 0 for no effect and ±100 for the full control effect; nearly all actives have a fitted effect of over 50% in size
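Rat TrxR1, dispensed at 90 nM, was prereduced with 400 uM NADPH (final) for 5 min at ~22 deg C, then incubated with compound 15 min before 400 uM selenite. A first-read NADPH fluorescence drop versus no-compound background flagged substrates.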
LDHA inh = LDHA (human) enzyme inhibition. P00338. purified LDHA, NADH/diaphorase-resazurin fluorescence; stronger effect = lower value. activity change, % (values are at about 110 or 230 µM). 480,000 compounds, 0.15% hits. AID 1347041; in the data active = activity change below about -30%; inconclusive = mostly about -25% to -30%;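 also: plate controls were DMSO wells for no effect and wells without enzyme for full effect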
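Human LDH5 (2 nM) was incubated with 0.06 mM NADH and 0.2 mM pyruvate for 5 min at room temperature in Tris pH 7.4. Remaining NADH was coupled through diaphorase/resazurin, and resorufin fluorescence was read at 0 and 20 min.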
mIDH1 inhibitor = blocks human mutant IDH1 R132H enzyme. IDH1-R132H enzyme, NADPH consumption, diaphorase/resazurin fluorescence. AID 602179. 390,000 compounds, 0.093% hits. Potency, µM (titrated, usually from 76.6 µM), inactives show top-dose activity change, negative = inhibition, hits mostly inhibitors. O75874; also: potency is read from the fitted curve at half-maximal effect; % is scaled to controls: 0 for no effect and ±100 for the full control effect; nearly all actives have a fitted effect of over 65% in size
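IDH1-R132H (0.5 ug/mL dispensed) in pH 7.5 Tris buffer was preincubated 30 min with compound, then given a substrate mix of 0.016 mM NADPH and 2 mM alpha-KG for 80 min at room temperature; remaining NADPH was read by diaphorase/resazurin fluorescence.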
USP1 inh = inhibitors of human USP1/UAF1 deubiquitinase; O94782; recombinant USP1/UAF1, Ub-Rhodamine cleavage fluorescence; Potency, µM (top dose mostly 57.1 µM), for inactives: at the highest dose activity change, negative = inhibition, actives largely listed as inhibitors; 390,000 compounds, 0.23% hits; AID 743255; also: potency is read from the fitted curve at half-maximal effect; % is scaled to controls: 0 for no effect and ±100 for the full control effect; nearly all actives have a fitted effect of over 60% in size; inactives centre near -12
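USP1/UAF1 complex at 1 nM was preincubated with compound for 15 min at room temperature, then Ub-Rho substrate (150nM final) was added. Fluorescence (480/540 nm) was read kinetically, 6 reads every 60 seconds.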
Vif-APOBEC3F blk = blocks the Vif interaction with APOBEC3F; HeLa A3F-eYFP + Vif (tagged APOBEC3F with the HIV-1 protein that degrades it), YFP fluorescence increase; Potency, µM (series often up to 46.1 µM), for inactives: top-dose activity, negative = active; 390,000 compounds, 0.2% hits; also: potency is read from the fitted curve at half-maximal effect; % of control where 0% means no effect; nearly all actives have a fitted effect of over 65% in size
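Fluorescence increase (Ex 488/Em 500-530) after overnight compound treatment at 37 deg C flags inhibition of Vif-driven A3F-eYFP loss in stable HeLa A3F-eYFP/Vif cells seeded overnight beforehand.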
Vif-A3G inh = blocks the Vif interaction with human APOBEC3G. 410,000 compounds, 0.076% hits. HeLa A3G-eYFP + Vif (tagged APOBEC3G with the HIV-1 protein that degrades it), YFP fluorescence, overnight. Q9HC16. Potency, µM (titrated, usually from 46.1 µM), for inactives: at the highest dose activity, negative = active, most hits filed as inhibitors;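 also: potency is read from the fitted curve at half-maximal effect; % is scaled to controls: 0 for no effect and ±100 for the full control effect; nearly all actives have a fitted effect of over 60% in size; hits raise eYFP signal because A3G escapes Vif-driven loss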
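HeLa cells stably expressing Vif and C-terminally eYFP-tagged A3G, seeded overnight at 37 deg C, then exposed to compound by pintool overnight at 37 deg C. Rise in yellow fluorescence (Ex 488/Em 500-530, Acumen) marks blocked Vif-driven A3G degradation.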
GRP78 ERSR act = induces the endoplasmic reticulum stress response in human glioma cells; U87-MG GRP78 promoter luciferase reporter, 16 h; Potency, µM, for the others: at the top dose activation, hits mostly activators; 420,000 compounds, 0.02% hits; AID 602332; also: potency is read from the fitted curve at half-maximal effect; series mostly up to about 76 µM; % of control where 0% means no effect; nearly all actives have a fitted effect of over 35% in size
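Stably transfected U87-MG glioma cells carrying a GRP78-based luciferase sensor; 16 h compound incubation. Luminescence end-point read 10 min after Bright-Glo addition at room temperature.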
PI4K2A block = blocks human PI4K2A kinase activity; 420,000 compounds, 0.13% hits; Q9BTU6; activity change, negative = inhibition, % at 76.9 µM; purified PI4K2A, ADP-Glo luminescence, 1 h; stronger effect = lower value; in the data active = activity change below about -50%; inconclusive = mostly about -30% to -49%;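 also: -100% = wells without enzyme as full effect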
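Compounds are screened against recombinant PI4K2A using PI as substrate and ATP, the latter dispensed at 300 microM. Reactions run one hour at ambient temperature before ADP-Glo detection; full inhibition defined by wells lacking enzyme.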
RXFP1 ag = activates the human relaxin receptor RXFP1. HEK293T-RXFP1 cAMP TR-FRET, 30 min; response scale: percent of porcine relaxin response, buffer zero. Potency, µM (series often up to 57.5 µM), for the others: at the top dose activation, actives largely listed as activators. 370,000 compounds, 0.3% hits. AID 2676; also: potency is read from the fitted curve at half-maximal effect; % is scaled to controls: 0 for no effect and ±100 for the full control effect; nearly all actives have a fitted effect of over 60% in size; many of its hits are not listed in these tables
Target sequence (Q9HBX9 whole entry, looked up): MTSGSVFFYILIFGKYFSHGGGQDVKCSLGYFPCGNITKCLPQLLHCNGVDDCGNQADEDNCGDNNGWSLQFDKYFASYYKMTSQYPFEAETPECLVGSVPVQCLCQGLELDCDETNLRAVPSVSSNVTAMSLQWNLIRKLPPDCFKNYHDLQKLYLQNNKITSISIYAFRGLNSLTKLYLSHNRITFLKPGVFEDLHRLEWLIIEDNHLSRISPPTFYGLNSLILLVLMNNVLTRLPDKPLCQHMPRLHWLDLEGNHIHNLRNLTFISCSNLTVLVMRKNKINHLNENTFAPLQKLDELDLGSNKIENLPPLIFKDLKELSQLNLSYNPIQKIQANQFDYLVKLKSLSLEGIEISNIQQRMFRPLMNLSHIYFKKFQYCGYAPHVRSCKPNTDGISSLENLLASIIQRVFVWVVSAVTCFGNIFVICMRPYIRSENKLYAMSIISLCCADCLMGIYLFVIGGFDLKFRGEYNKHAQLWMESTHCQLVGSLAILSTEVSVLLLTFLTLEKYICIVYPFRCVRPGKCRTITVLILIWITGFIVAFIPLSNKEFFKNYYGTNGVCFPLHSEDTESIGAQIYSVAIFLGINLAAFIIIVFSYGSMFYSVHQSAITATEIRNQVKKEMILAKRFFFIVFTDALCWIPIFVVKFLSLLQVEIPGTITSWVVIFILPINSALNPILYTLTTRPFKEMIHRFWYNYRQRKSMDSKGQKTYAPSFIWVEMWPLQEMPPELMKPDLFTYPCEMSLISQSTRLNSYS
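HEK293 cells stably expressing RXFP1, treated 30 min at 37C with compounds plus PDE4 inhibitor Ro 20174; cAMP measured by HTRF TR-FRET. Normalized to buffer and 29 nM porcine relaxin; EC50 by Hill fit.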
Active calls of the source: *; ? = inconclusive; nt = no result given; [ ] = remark or other dose. Unless noted, calls follow the shape of the dose curve; as a rule, active = well fitted curve in the direction sought with a large enough effect; inconclusive = small, poorly fitted or top-dose-only effect, or another doubt; inactive = no such curve, though single readings can be large; an effect the other way counts as inactive or inconclusive. These rows are one share of the data; the hit share may differ from the screen's.

Below each SMILES: TrxR1 substrate, LDHA inh, mIDH1 inhibitor, USP1 inh, Vif-APOBEC3F blk, Vif-A3G inh, GRP78 ERSR act, PI4K2A block, RXFP1 ag
COc1ccc(N2CCN(C(=O)c3cccn3-c3nnc(N4CCCC4)s3)CC2)cc1
→ -9%[57.1 µM], -2, -6%, ?, 1%, 12%, -3%, 0, -0.5%
COc1cc2nc(SCC(N)=O)n(CCC3=CCCCC3)c(=O)c2cc1OC
→ 7%[57.1 µM], -3, 5%, -12%, 9%, 1%, -1%, 6, 11%
Cc1ccc(NC(=O)CC2Sc3ccccc3NC2=O)c(C)c1 (configuration not stated)
→ 8%, 1, 0%, -25%, -3%, -23%, 0%, 1, 2.6%
CCc1noc(C)c1C(=O)NCCc1ccc(OC)c(OC)c1
→ 3%, 2, 10%, -8%, 9%, 1%, -6%, 2, 1.4%
CCOC(=O)C1C(=O)NCC1c1ccccc1 (configuration not stated)
→ -10%, 2, 4%, -1%, -7%, 0%, -4%, -5, 1.7%
Cc1nn(C)c(C)c1S(=O)(=O)N1CCCC(C(=O)NCCc2ccc(Cl)cc2)C1 (configuration not stated)
→ 4%, -2, 8%, -24%, -5%, 0%, -4%, -2, -2.6%
CCCCCN=CC1=C(O)CC(c2ccccc2)CC1=O (configuration not stated)
→ 7%[57.1 µM], -10, -1%, -18%, -7%, 7%, -1%, 3, 0.0%
CCCOc1ccc(Oc2cc(C)nc(SC)n2)nn1
→ 3%, -4, -4%, 4%, -8%, 0%, -3%, 3, 0.0%
O=C(N/N=C/c1ccco1)c1cc(-c2ccncc2)nc2ccccc12
→ -7%, -2, -7%, -11%, -6%, ?, -3%, -3, 0.8%
COc1ccc(OCc2nnc(SCC(N)=O)n2-c2ccccc2OC)cc1
→ 20%, -7, 6%, -11%, -6%, 0%, -3%, 1, 0.3%
Cc1c(O)ccc(C(=O)COc2ccccc2F)c1O
→ -16%, 0, -4%, -9%, -4%, -7%, 4%, 3, 2.4%
O=C(COC(=O)/C=C/c1cccc(Cl)c1)Nc1ccc2[nH]c(=O)[nH]c2c1
→ -6%, -2, 2%, -6%, 4%, 0%, -5%, -3, -0.3%
CC(=O)N1N=C(c2ccc(C)cc2)CC1c1ccc2c(c1)OCO2 (configuration not stated)
→ 6%[57.1 µM], -4, 17%, -19%, -7%, 0%, 8%, 3, 3.7%
CCN(CC(=O)Nc1c(F)cccc1F)C(=O)c1ccc(=O)n(C)n1
→ -5%, -2, 5%, -3%, 3%, 0%, -6%, 0, nt
O=C(Nc1ccccc1)c1cccc(C(=O)Nc2ccccc2)n1
→ 14%, -5, 0%, -22%, -1%, 1%, -3%, 0, 6.3%

Below each SMILES: TrxR1 substrate, LDHA inh, mIDH1 inhibitor, USP1 inh, Vif-APOBEC3F blk, Vif-A3G inh, GRP78 ERSR act, PI4K2A block, RXFP1 ag
Cc1cccc(/C(N)=N/OC(=O)Cc2cccc3ccccc23)c1
→ 7%[57.1 µM], -2, 10%, -6%, -20%, -5%, 5%, -3, -0.7%
CCOC(=O)c1c(NC(=O)CCC(=O)O)sc2c1CCCCC2
→ -5%, -4, -9%, -5%, 1%, 1%, -5%, 2, 2.1%
CSc1nnc(CCCCCNC(=O)OC(C)(C)C)o1
→ -16%[57.1 µM], 3, 1%, -11%, -11%, 2%, -6%, -4, 1.9%
CCC1CCc2c(sc(NC(=O)c3cccnc3)c2C(N)=O)C1 (configuration not stated)
→ 24%, -8, 1%, -11%, 6%, -7%, 3%, -1, 2.5%
O=C(O)/C=C/c1ccc(OCCCF)cc1
→ 9%[57.1 µM], -9, 2%, -13%, 0%, 0%, 0%, -2, 2.3%
O=C(NNC(=O)[C@H]1CC=CC[C@H]1C(=O)O)c1ccc(Cl)cc1Cl
→ 8%, -2, 2%, -19%, 2%, 1%, -1%, -2, 0.4%
Cc1ccc(Cl)cc1N1CCN(Cc2nnc(-c3ccc4c(c3)OCO4)o2)CC1
→ -2%, 4, -3%, -17%, -8%, 2%, -3%, -2, 3.0%
Cc1cccc(C)c1NC(=O)CC1SC2=NCCN2C1=O (configuration not stated)
→ 8%, -5, 2%, -8%, 7%, -6%, -3%, 1, 0.4%
O=C(c1cccs1)N1CCC(c2nc3c(nnn3Cc3ccccc3Cl)c(=O)[nH]2)CC1
→ 0%, -9, ?, -16%, -5%, -4%, -2%, 0, 1.3%
Cc1cc(C)cc(NS(=O)(=O)c2ccc3c(c2)CCCN3C(=O)C2CCC2)c1
→ 6%[57.1 µM], 1, 10%, -22%, 4%, -13%, -2%, 2, 8.5%
COc1ccc(C)cc1NC(=O)CSc1nc(=O)n(Cc2cccnc2)c2c1CCC2
→ -1%[57.1 µM], -7, 2%, -4%, -1%, 5%, 0%, -2, 4.1%
CCOc1cc(C2C3=C(CCCC3=O)Nc3ccc4ncccc4c32)ccc1O (configuration not stated)
→ 7%[11.4 µM], 7, 8%, -7%, -20%, ?, -4%, -9, -0.5%
CCc1ccc(NC(=O)c2cnn(-c3ccccc3)c2-n2cccc2)cc1
→ -6%, 2, 9%, -12%, 3%, 4%, -3%, 2, -0.3%
COc1ccc(Br)cc1CNC(=O)C1CCN(C(=O)N(C)C)CC1
→ 7%[57.1 µM], -2, -6%, 3%, -5%, 2%, 1%, 8, -0.6%
Cc1cccc(OCC(=O)Nc2ccccc2OCc2cc(=O)n3cc(C)ccc3n2)c1
→ -3%[57.1 µM], 3, 20%, -14%, 7%, 1%, -2%, -2, ?

Random excerpt: 4 entries already listed.
Below each SMILES: TrxR1 substrate, LDHA inh, mIDH1 inhibitor, USP1 inh, Vif-APOBEC3F blk, Vif-A3G inh, GRP78 ERSR act, PI4K2A block, RXFP1 ag
Cc1cccc(OCC(=O)Nc2ccccc2OCc2cc(=O)n3cc(C)ccc3n2)c1
→ -3%[57.1 µM], 3, 20%, -14%, 7%, 1%, -2%, -2, ?
Cc1ccc(Cl)cc1N1CCN(Cc2nnc(-c3ccc4c(c3)OCO4)o2)CC1
→ -2%, 4, -3%, -17%, -8%, 2%, -3%, -2, 3.0%
O=C(NNC(=O)[C@H]1CC=CC[C@H]1C(=O)O)c1ccc(Cl)cc1Cl
→ 8%, -2, 2%, -19%, 2%, 1%, -1%, -2, 0.4%
CCc1ccc(NC(=O)c2cnn(-c3ccccc3)c2-n2cccc2)cc1
→ -6%, 2, 9%, -12%, 3%, 4%, -3%, 2, -0.3%

The listing continues:
Below each SMILES: TrxR1 substrate, LDHA inh, mIDH1 inhibitor, USP1 inh, Vif-APOBEC3F blk, Vif-A3G inh, GRP78 ERSR act, PI4K2A block, RXFP1 ag
CC(C)Cc1nnc(NC(=O)CCC(=O)NCCc2ccc(Cl)cc2)s1
→ 8%, -5, -6%, -8%, 11%, 0%, -3%, -3, -4.0%
COc1ccc(CNC(=O)COc2ccc(F)cc2)cc1
→ -7%, -1, -9%, -26%, -17%, -8%, -3%, -1, 2.5%
CCSc1nnc(NC(=O)COc2ccccc2[N+](=O)[O-])s1
→ -4%, -5, 4%, -10%, -5%, 1%, -3%, -5, 2.7%
Cc1[nH]c2ccc(S(N)(=O)=O)cc2c1C
→ -10%, -10, 17%, 5%, -8%, -7%, -1%, -1, -0.1%
CCOC(=O)c1ccc(NC(=O)c2ccc3c(c2)CCN3S(=O)(=O)c2ccc(Cl)cc2)cc1
→ -4%, 2, 0%, -16%, -2%, 1%, -2%, -1, -1.5%
COc1ccc(Cl)cc1NC(=O)CSc1cn(CC(=O)N2CCCCC2)c2ccccc12
→ 1%, -6, 0%, -13%, 0%, 1%, -2%, -1, 9.5%
N#Cc1c2n(c3c(N)ncnc13)CCCCC2
→ 3%[57.1 µM], -10, 0%, -6%, -8%, 0%, -6%, -3, 18µM*
COC(=O)C1=C(O)/C(=C/c2cccc(OC)c2O)N=C1C
→ -12%, 6, -2%, -28%, 2%, 0%, 2%, -17, -3.4%
Cc1cccc(C)c1NC(=O)c1csc([C@@H]2O[C@H](CO)[C@H](O)[C@H](O)[C@H]2O)n1
→ nt, -4, nt, nt, nt, -1%, -1%, 1, nt
O=C(N/C(=C\c1ccco1)C(=O)N1CCOCC1)c1ccccc1Cl
→ 13%, -6, -1%, -19%, 4%, 3%, -4%, -2, 1.6%
CC(C)(C)OC(=O)NC(CC(=O)OCc1ccccc1)C(=O)O (configuration not stated)
→ 0%, -9, 7%, 0%, -12%, 1%, 2%, 2, 0.4%
O=c1c2[nH]c3cccc(Cl)c3c2ncn1Cc1ccco1
→ 5%, -9, 7%, -3%, -19%, -10%, -2%, 0, 12%
Cc1cccc(-n2cc(CN3CCCN(C=O)CC3)c(-c3cccc(F)c3)n2)c1
→ 5%, 6, 4%, -7%, -4%, -4%, 2%, -2, 1.4%
O=C(c1cccc(F)c1)N1CCCC(C(=O)N2CCN(c3ccccc3)CC2)C1 (configuration not stated)
→ 2%[57.1 µM], -2, -4%, 5%, 0%, -2%, -4%, 0, -1.4%

Look-ups from the entries so far:
O=C(COC(=O)/C=C/c1cccc(Cl)c1)Nc1ccc2[nH]c(=O)[nH]c2c1 in GRP78 ERSR act: -5%
COc1ccc(Br)cc1CNC(=O)C1CCN(C(=O)N(C)C)CC1 in LDHA inh: -2
